# HPDE-C7K KRASV12: cytotoxicity in KRAS-transformed pancreatic duct cells, primary screen, cell-based, fluorescence, HTS (AID 431); HPDE-C7K KRASV12 cells, Alamar Blue viability, 48 h; higher % means a stronger effect; cytotoxicity, % at 10 µM, or EC50 in µM where a hit was titrated; actives 1.7% (n = 63,000);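 active = compounds whose percent cytotoxicity in the single-dose primary screen, scaled between solvent and toxic-drug controls, exceeds 50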;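 also: 0% = DMSO solvent wells and 100% = doxorubicin-treated wells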
# HT1080 cytotoxicity: HT1080 cell viability loss – fluorescence readout (AID 620); actives 0.42% (n = 87,000); one-dose cytotoxicity, % at 10 µM; EC50 in µM for titrated hits; HT1080 viability, fluorescence; higher % means a stronger effect;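 also: cells exposed to compound overnight then 4 h with Alamar Blue; 0% = vehicle DMSO and 100% = killing control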
# Bfl-1 displacement: Bfl-1 inhibitors, primary screen, biochemical, fluorescence polarization, FITC-Bid, mouse (AID 432); FITC-Bid BH3 peptide fluorescence polarization displacement; higher % means a stronger effect; displacement, % at 20 µM; hits with a dose series show IC50 in µM; actives 0.02% (n = 64,000); in the data active = a potency from the dose series; inactive = the rest, 99 in 100 with displacement below about 15%; also: strong numbers were not always called active
# Spn DPM-DC inh: S. pneumoniae DPM-DC inhibition; actives 0.49% (n = 65,000); calls only at 10 µM; purified DPM-DC, PK/LDH coupled NADH fluorescence;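 active = the 320 compounds with the highest percent inhibition in the single-dose primary screen, excluding strongly autofluorescent ones, cut at about 32% in these data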;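 also: kinetic rate of NADH fluorescence loss reporting ADP formed by the decarboxylase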
# LYP inhibition: LYP phosphatase inhibitors, primary screen, biochemical, DiFMUP fluorescence, recombinant catalytic domain, 10 µM (AID 606) | inhibition, % at 10 µM; hits with a dose series show IC50 in µM | 52,000 tested, under 10 active | recombinant LYP catalytic domain, DiFMUP fluorescence; higher % means a stronger effect;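 active = IC50 under 40 µM in the dose-response test; inactive = IC50 of 40 µM or more, or never dose-tested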
# Alkaline phosphatase: inhibition of tissue-nonspecific alkaline phosphatase – biochemical, luminescent (AID 518) | purified TNAP enzyme, luminescent substrate readout; higher % means a stronger effect | inhibition, % at 20 µM; hits with a dose series show IC50 in µM | actives 0.09% (n = 64,000); in the data active = a potency from the dose series; inactive = the rest, 99 in 100 with inhibition below about 22%;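 also: plate controls were vehicle for no effect and reference inhibitor for full effect; many of its hits are not listed in these tables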
# MK inhibit: inhibitors of Streptococcus pneumoniae mevalonate kinase; AID 555; actives 0.48% (n = 65,000); inhibition, % at 10 µM; purified MK, PK/LDH-coupled NADH absorbance 340 nm;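 active = ranked among the strongest by inhibition in the single 10 µM screen, a fixed top-ranked set picked for dose follow-up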; also: no value below 0 was filed
# PMK inhibit: S. pneumoniae PMK inhibition. purified PMK, PK/LDH-coupled NADH absorbance 340 nm. inhibition, % at 10 µM. actives 0.49% (n = 65,000). AID 539;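 active = top-ranked compounds by inhibition in the single 10 µM screen, taking a fixed number of the strongest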;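 also: 0% = full reaction with DMSO carrier and 100% = background rate without enzyme reaction; no value below 0 was filed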
# HPDE-C7 cytotoxicity: HPDE-C7 pancreatic duct cell viability loss – fluorescence, HTS (AID 430); cytotoxicity, % at 10 µM; hits with a dose series show EC50 in µM; HPDE-C7 pancreatic duct cells viability, fluorescence; higher % means a stronger effect; actives 1.8% (n = 63,000);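 also: cells exposed to compound for 48 hours before viability readout; 0% = vehicle and 100% = reference cytotoxic drug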
# PMK inhibit pilot replicates: also measured in PMK inhibit; calls as there; inhibition, %; measured here: pilot screen replicates
# MK inhibit pilot replicates: recorded beside MK inhibit, whose call it bears; inhibition, %; measured here: pilot screen replicates
# Spn DPM-DC inh pilot screen %: also measured in Spn DPM-DC inh; calls as there; inhibition, %; measured here: pilot screen trials
# Numbers without * were called inactive; i = inactive; . = no result given; + = active, no number. Rule as the data show it, unless noted: active = cytotoxicity above about 50%; inactive = the rest.
SMILES,HPDE-C7K KRASV12,HT1080 cytotoxicity,Bfl-1 displacement,Spn DPM-DC inh,LYP inhibition,Alkaline phosphatase,MK inhibit,PMK inhibit,HPDE-C7 cytotoxicity,others
CCOC(=O)c1oc2ccccc2c1NC(=O)Cc1cccs1,7%,-7%,-15%,i,6%,33%,6,14,-14%,
c1ccc(-c2noc(CN3CCN(C(c4ccccc4)c4ccccc4)CC3)n2)cc1,-7%,-6%,1%,i,-2%,3%,6,2,-6%,
O=C(c1ccc2c(c1)N(Cc1ccc(F)cc1)C(=O)CS2)N1CCOCC1,-10%,27%,4%,i,7%,6%,0,8,-10%,
CCn1cc(SCC(=O)Nc2cc(C)on2)c2ccccc21,18%,5%,0%,i,17%,14%,2,5,5%,PMK inhibit pilot replicates=3.5;MK inhibit pilot replicates=0.0;Spn DPM-DC inh pilot screen %=0.0
Cc1occc1C(=O)Nc1nnc(C(F)(F)F)s1,-10%,5%,1%,+,6%,10%,59*,74*,0%,
CCc1cc2c(=O)c(Oc3ccccc3F)c(C)oc2c(CN(C)C)c1O,-3%,1%,-3%,.,.,4%,2,23,1%,
Cc1cc(NC(=O)c2cc(-c3ccccn3)nc3ccccc23)no1,16%,-1%,-2%,i,-12%,12%,9,14,-2%,
Cc1ccc(N2C(=O)c3ccc(N)cc3C2=O)cc1C,8%,11%,-5%,i,10%,1%,3,9,-12%,
CCCN(CCC)S(=O)(=O)c1ccc(C(=O)Nc2nnc(-c3cc(OC)cc(OC)c3)o2)cc1,53%*,6%,7%,i,6%,3%,1,8,48%,
CCC(CCC(=O)Nc1cccc(C(=O)O)c1)C(=O)O (stereo not drawn),-25%,-3%,-3%,i,4%,-4%,4,12,-40%,PMK inhibit pilot replicates=3.0;MK inhibit pilot replicates=0.0;Spn DPM-DC inh pilot screen %=0.0
O=C(NCc1ccco1)c1cc(-c2ccncc2)nc2ccccc12,-8%,0%,-4%,i,14%,8%,0,6,-30%,
Cc1cccc(N=C2NC(=O)CS2)c1C,-10%,10%,1%,i,0%,29%,9,5,-18%,PMK inhibit pilot replicates=3.0;MK inhibit pilot replicates=2.0;Spn DPM-DC inh pilot screen %=6.0
CN1CCN(C(=O)c2ccc(N(Cc3ccccc3Cl)S(C)(=O)=O)cc2)CC1,0%,-6%,-5%,i,12%,8%,1,0,-2%,
COc1ccc(NC(=O)c2ccccc2NC(=O)c2ccco2)c(OC)c1,-8%,2%,0%,i,-3%,0%,7,0,-4%,
CN(C)CCCNc1oc(-c2ccc(Cl)cc2)nc1C#N,.,-8%,.,.,.,.,7,6,.,
O=C(Cn1cc2c(n1)CCCC2)NCCCN1CCN(C2CCCCC2)CC1,-7%,4%,-8%,i,-1%,-4%,2,5,-5%,
CCn1cc(C(C)NC(=O)COc2ccc(Cl)cc2C)c(C)n1 (stereo not drawn),-11%,-4%,-3%,i,-2%,13%,7,9,-43%,PMK inhibit pilot replicates=4.0;MK inhibit pilot replicates=0.0;Spn DPM-DC inh pilot screen %=1.0
Cc1cc(N2CCN(C3CCCC3)CC2)n2ncc(-c3ccccc3)c2n1,32%,-9%,-2%,i,.,10%,11,16,25%,
CCOC(=O)N1CCC(n2c(=S)[nH]c3cc(OCC)c(OCC)cc3c2=O)CC1,-6%,0%,10%,i,6%,2%,9,1,-7%,
CC1CCC(NC(=O)Cn2c(=O)[nH]c3ccsc3c2=O)CC1 (stereo not drawn),-4%,-11%,-14%,i,.,6%,4,0,-11%,
O=C(N1CCOCC1)N1CCN(c2nc(-c3ccc(F)cc3)cs2)CC1,4%,-7%,-12%,i,.,6%,0,13,-5%,
CC(C)CCn1c(Sc2nc3ccccc3s2)nc2c1c(=O)[nH]c(=O)n2C,1%,-9%,-2%,i,.,9%,17,10,3%,
CC1(C)CC(C(CC(=O)O)c2ccccc2)CCO1 (stereo not drawn),-1%,-4%,0%,i,6%,3%,14,11,-8%,
COC(=O)c1ccc(C2C(C#N)=C(N)Oc3cc(C)n(C)c(=O)c32)cc1 (stereo not drawn),-10%,7%,-2%,i,14%,13%,7,13,5%,PMK inhibit pilot replicates=2.5;MK inhibit pilot replicates=0.0;Spn DPM-DC inh pilot screen %=0.0
Cn1c(=N)n(CC(=O)O)c2ccccc21,12%,0%,0%,i,11%,21%,11,12,8%,PMK inhibit pilot replicates=3.5;MK inhibit pilot replicates=0.0;Spn DPM-DC inh pilot screen %=0.5
CCCC(CCC(=O)NC1CCCCC1)C(=O)O (stereo not drawn),-4%,-3%,2%,i,2%,18%,15,9,-1%,
Cc1cc(C)nc(N(C#N)Cc2ccc(Br)cc2)n1,-23%,2%,-6%,i,7%,-3%,0,0,-10%,
Cc1cc(=O)[nH]c(SCC2COC3(CCCCC3)O2)n1 (stereo not drawn),-8%,-5%,-13%,i,2%,-6%,0,2,-12%,
CCOC(=O)N1CCC(N(CCCOC)C(=O)Nc2ccc(CC)cc2)CC1,-7%,6%,-7%,i,-2%,10%,0,14,-30%,PMK inhibit pilot replicates=7.0;MK inhibit pilot replicates=3.0;Spn DPM-DC inh pilot screen %=0.0
Cc1ccc(CNC(=O)c2oc3ccc(S(=O)(=O)N4CCC5(CC4)OCCO5)cc3c2C)cc1,14%,.,-6%,i,.,6%,13,0,16%,
Cc1c(CN2CCCCC2C)c(=O)n(-c2ccccc2)n1C (stereo not drawn),8%,17%,-10%,i,.,0%,13,7,2%,
CC(NC(=O)c1cccs1)C(c1cccs1)N1CCOCC1 (stereo not drawn),.,-11%,.,i,5%,.,0,13,.,
CCOC(=O)c1cnc(SCC(=O)Nc2ccccc2N2CCOCC2)nc1N,-2%,5%,-1%,i,8%,3%,1,4,4%,
O=C1C2CCCN2C(c2ccc(Cl)cc2)N1c1nccs1 (stereo not drawn),17%,22%,1%,i,.,8%,1,9,2%,PMK inhibit pilot replicates=0.5;MK inhibit pilot replicates=0.0;Spn DPM-DC inh pilot screen %=0.0
COC(=O)C1C(=O)NCC1c1ccccc1 (stereo not drawn),-1%,8%,-4%,i,-2%,12%,4,3,-2%,
CN(CCCC(=O)NCc1ccco1)S(=O)(=O)c1ccccc1,2%,4%,-2%,i,2%,18%,15,3,5%,
CCCC(=O)N(c1ccc2oc(=O)sc2c1)S(=O)(=O)c1ccccc1,14%,-8%,2%,i,4%,20%,0,23,13%,PMK inhibit pilot replicates=1.5;MK inhibit pilot replicates=0.0;Spn DPM-DC inh pilot screen %=0.0
O=C(NCc1ccc2c(c1)OCO2)C1CCCN(S(=O)(=O)c2cccnc2)C1 (stereo not drawn),-4%,5%,0%,i,5%,17%,4,7,1%,PMK inhibit pilot replicates=4.0;MK inhibit pilot replicates=0.0;Spn DPM-DC inh pilot screen %=0.0
C/C(N)=C(/C#N)C(=O)CSc1ccc2c(c1)OCCO2,11%,-8%,0%,i,2%,12%,6,8,-1%,
COc1c(C(=O)N2CCCC2)ccc2ccccc12,-13%,-1%,-5%,i,15%,5%,3,7,-10%,
CCc1cc(C(=O)OC)c(NC(=O)c2cc(Br)cs2)s1,32%,.,-6%,i,3%,6%,0,0,30%,
COCc1cc(C)nc(Nc2ccccc2C)c1C#N,-5%,-4%,1%,i,4%,3%,3,0,-6%,
CCCS(=O)(=O)N1CCCC(C(=O)NC(C)c2ccc3c(c2)OCCO3)C1 (stereo not drawn),-1%,0%,5%,i,7%,7%,2,17,11%,PMK inhibit pilot replicates=0.5;MK inhibit pilot replicates=0.0;Spn DPM-DC inh pilot screen %=0.0
O=C1N(Cc2ccc3c(c2)OCO3)c2ccccc2C1(O)c1c[nH]c2ccccc12 (stereo not drawn),22%,-19%,-12%,i,.,5%,4,10,11%,
COc1ccc2nc3sc(C(=O)N4CCN(C)CC4)cc3cc2c1,11%,30%,1%,i,1%,6%,0,15,7%,
CC(O)c1ccc2c(c1)OCCOCCN(C)CCOCCO2 (stereo not drawn),-3%,-5%,-3%,i,9%,5%,14,9,-8%,
O=C(NCCCN1CCOCC1)C(C(=O)c1ccccc1)n1ccccc1=O (stereo not drawn),-2%,8%,-3%,i,-2%,3%,4,8,-2%,
Cn1cccc1C(=O)NC(=O)CSc1nc2ccccc2s1,12%,-3%,7%,i,7%,8%,5,14,7%,
Cc1cc2c(=O)n(C)c(SCC(=O)c3cc4ccccc4o3)nc2s1,-9%,-1%,-3%,i,-3%,6%,7,1,0%,
CN1CCN(c2ccccc2NC(=O)Cc2cn(C)c3ccccc23)CC1,-6%,-3%,-3%,i,-8%,3%,10,3,-5%,
O=C(COC(=O)Cc1cn2ccsc2n1)NCc1ccc2c(c1)OCO2,-24%,1%,0%,i,.,-4%,3,20,-12%,
O=C(NCCCn1ccnc1)c1noc2c1CCCC2,3%,-2%,-1%,i,8%,10%,2,8,2%,
O=C(NCCCN1CCOCC1)C1CC(=O)N(CCc2ccccc2)C1 (stereo not drawn),8%,-10%,-4%,i,2%,10%,6,10,-3%,PMK inhibit pilot replicates=0.0;MK inhibit pilot replicates=2.5;Spn DPM-DC inh pilot screen %=0.0
Cc1ccc(OCc2nc(-c3ccccn3)no2)c(Br)c1,26%,.,-10%,i,.,6%,10,13,12%,
O=C(Nc1ccccc1N1CCCCC1)c1cccs1,-1%,-11%,-3%,i,2%,2%,0,0,-9%,
COc1cccc(C2CC(c3ccccc3)Nc3nc(N)nn32)c1 (stereo not drawn),-10%,-4%,3%,i,-8%,2%,3,6,-10%,
Nc1ccccc1SCc1cn2cccnc2n1,5%,-6%,-4%,i,1%,9%,8,3,-1%,
CCOC(=O)CSc1nc(-c2ccc(OC)cc2)ns1,-7%,-7%,7%,i,2%,8%,3,13,0%,
COCc1nnc(NC(=O)CCc2ccccc2)s1,-9%,-5%,-4%,i,18%,8%,6,11,-11%,
Cn1c(C(=O)OC(C(=O)NC2CCCC2)c2ccncc2)cc2sccc21 (stereo not drawn),0%,-15%,-4%,i,12%,6%,3,7,-11%,
CCS(=O)(=O)N1Cc2ccccc2CC1C(=O)Nc1nc2ccccc2[nH]1 (stereo not drawn),5%,2%,4%,i,-3%,-1%,20,13,6%,
COc1ccccc1-n1nc(C(=O)Nc2ccc3c(c2)OCO3)c2ccccc2c1=O,0%,1%,-6%,i,-4%,1%,0,13,-11%,

# Already shown: entries from further up.
SMILES,HPDE-C7K KRASV12,HT1080 cytotoxicity,Bfl-1 displacement,Spn DPM-DC inh,LYP inhibition,Alkaline phosphatase,MK inhibit,PMK inhibit,HPDE-C7 cytotoxicity,others
Cn1c(C(=O)OC(C(=O)NC2CCCC2)c2ccncc2)cc2sccc21 (stereo not drawn),0%,-15%,-4%,i,12%,6%,3,7,-11%,
CCS(=O)(=O)N1Cc2ccccc2CC1C(=O)Nc1nc2ccccc2[nH]1 (stereo not drawn),5%,2%,4%,i,-3%,-1%,20,13,6%,
COc1ccccc1-n1nc(C(=O)Nc2ccc3c(c2)OCO3)c2ccccc2c1=O,0%,1%,-6%,i,-4%,1%,0,13,-11%,
